# GPR55 LPI antagonism: GPR55 antagonists blocking LPI-driven arrestin recruitment, primary screen, imaging, U2OS, beta-arrestin-GFP, LPI agonist (AID 2013) | 0.13% of 290,000 active | inhibition, % at 10 µM; hits with a dose series show IC50 in µM | U2OS GPR55 beta-arrestin-GFP translocation imaging, LPI antagonism; higher % means a stronger effect;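 active means spots per cell inhibited over 60%, with over 100 cells counted and total cytoplasm intensity under 500,000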;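 further: U2OS cells stably carrying GPR55 and arrestin-GFP stimulated by 5 µM LPI near EC80; imaged beta-arrestin-GFP aggregate spots per cell after agonist stimulation; plate controls were LPI-stimulated DMSO wells for no effect and DMSO wells without LPI for full effect; some results filed as inactive read as strong as hits; confirmed hits need IC50 under 10 µM and bright autofluorescent wells are also inconclusive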
# Siah-1 displacement: blockers of Siah-1 interaction with plectin peptide – biochemical, fluorescence polarization, rhodamine-plectin, uHTS, primary screen (AID 1817); Siah-1 / rhodamine-plectin peptide fluorescence polarization; higher % means a stronger effect; displacement, % at 20 µM, or IC50 in µM where a hit was titrated; 0.02% of 290,000 active;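 active means displacement of at least 50% at 20 µM, with a fluorescence ratio check between 0.3 and a set limit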;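 further: plate controls were Siah plus tracer with DMSO for no effect and tracer alone without Siah for full effect; strong numbers were not always called active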
# LYP phosphatase: inhibitors of LYP phosphatase, biochemical, fluorescence intensity, uHTS (AID 1779). 0.054% of 290,000 active. recombinant LYP phosphatase, fluorescence intensity; higher % means a stronger effect. inhibition, % at 11.5 µM; hits with a dose series show IC50 in µM; in the data active means inhibition above about 50%;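 further: plate controls were vehicle with enzyme for no effect and no enzyme for full effect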
# Myeloid diff 2: compounds promoting myeloid differentiation; ER-HoxA9 myeloid progenitors, lysozyme-GFP differentiation, flow cytometry; calls only at 10 µM; 1% of 360,000 active;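 active means normalized GFP-positive differentiation at or above the plate's own cutoff, the solvent-only control mean plus 3 SD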;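 further: cells exposed to compound for four days before flow analysis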
# NTR1 ag: NTR1-driven beta-arrestin-GFP spot formation – imaging, U2OS cells, high content, primary screen (AID 493036). P30989. agonist mode. activation, % at 20 µM. 0.17% of 330,000 active;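 active means activation at or above 40% of the spot to cytoplasm intensity ratio, with at least 20 cells analyzed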;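 further: 0% = DMSO without peptide and 100% = 100 nM NTR1 peptide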
# Target sequence (P30989 whole entry, looked up): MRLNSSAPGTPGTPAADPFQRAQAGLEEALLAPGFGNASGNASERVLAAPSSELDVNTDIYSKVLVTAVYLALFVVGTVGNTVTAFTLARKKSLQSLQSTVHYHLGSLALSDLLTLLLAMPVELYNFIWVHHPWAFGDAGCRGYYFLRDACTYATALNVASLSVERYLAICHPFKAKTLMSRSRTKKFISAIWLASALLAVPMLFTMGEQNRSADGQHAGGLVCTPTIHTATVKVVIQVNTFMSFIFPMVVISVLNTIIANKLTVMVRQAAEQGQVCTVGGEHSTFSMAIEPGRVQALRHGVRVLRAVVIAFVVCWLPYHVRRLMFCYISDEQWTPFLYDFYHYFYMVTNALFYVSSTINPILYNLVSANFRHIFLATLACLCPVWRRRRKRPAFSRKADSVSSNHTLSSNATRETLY
# MgcRacGAP inhibition: MgcRacGAP GTPase-activating activity inhibitors, confirmation, biochemical, ADP Hunter fluorescence; AID 624330; 0.6% of 340,000 active; one-dose inhibition, % at 30 µM; IC50 in µM for titrated hits; MgcRacGAP-stimulated Rac1 GTP hydrolysis, ADP Hunter fluorescence; higher % means a stronger effect; GST-tagged Rac1 F28L mutant substrate;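 active means first-screen hits whose inhibition reached a set limit at any dose in the follow-up dose series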;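 further: fluorescence reports GDP produced by GAP-driven GTP hydrolysis; strong numbers were not always called active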
# Salmonella PhoP GFP: PhoP-dependent GFP reporter repression – Salmonella Typhimurium, primary screen (AID 1863) | S. Typhimurium PhoP-regulated promoter GFP reporter, 4 h; higher % means a stronger effect | inhibition, % at 50 µM; hits with a dose series show IC50 in µM | 0.16% of 300,000 active;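 active means inhibition over 29.93%, a cutoff 3 SD above the screen mean, later confirmed by dose response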;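 further: 0% = low Mg2+ inducing control and 100% = high Mg2+ repressing control; strong numbers were not always called active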
# GPR35 antagonists: inhibition of zaprinast-stimulated GPR35 beta-arrestin translocation – imaging, U2OS, beta-arrestin-GFP, zaprinast agonist, primary screen (AID 2058); U2OS GPR35 beta-arrestin-GFP translocation imaging, zaprinast antagonism; higher % means a stronger effect; inhibition, % at 10 µM, or IC50 in µM where a hit was titrated; 0.052% of 290,000 active;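 active means inhibition of at least 50% with at least 30 cells and total cytoplasm GFP at most 10,000,000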
# HIV peptide binding: inhibitors of HIV fusion peptide binding, primary screen, biochemical, uHTS, fluorescence dequenching (AID 1986). cell-free peptide binding, fluorescence dequenching, 30 min; higher % means a stronger effect. inhibition, % at 20 µM, or IC50 in µM where a hit was titrated. 0.3% of 290,000 active; in the data active means inhibition mostly above about 52%, no sharp cut-off; inactive means mostly below about 76%; further: some results filed as inactive read as strong as hits
# NTR1 ag cell count 20 µM: second read-out of NTR1 ag, no call of its own (marks repeat the call); cell count; measured here: cell count, cytotoxicity flag
# Myeloid diff 2 GFP+ MAC1+ %: also measured in Myeloid diff 2; calls as there; GFP+ MAC1+ double positive, %; measured here: differentiation confirmed by MAC1 staining
# * = called active by the depositor; i = inactive; . = not tested or not shown. Rows were taken by chance; overall some 2.4% were active at least once.
SMILES,GPR55 LPI antagonism,Siah-1 displacement,LYP phosphatase,Myeloid diff 2,Myeloid diff 2 GFP+ MAC1+ %,NTR1 ag,NTR1 ag cell count 20 µM,MgcRacGAP inhibition,Salmonella PhoP GFP,GPR35 antagonists,HIV peptide binding
CS(=O)(=O)N(CC(=O)NCC1CCCO1)Cc1ccc(Cl)cc1 (centres undefined),-5%,-2%,-6%,i,0.2,-0.8,44,5%,13%,-7%,-1.2%
Cc1cc(C)cc(CSCC(=O)N/N=C/c2ccc(OCC(=O)NCc3ccco3)cc2)c1,11%,5%,3%,i,1.6,1.3,85,-5%,-2%,-4%,4.5%
Cn1nccc1C(=O)Nc1nnc(C2CC2)s1,-6%,-4%,-13%,i,1.4,0.9,56,2%,5%,0%,1.3%
N#CCSc1ncnc2sc3c(c12)CCC3,-8%,-2%,-9%,i,0.4,2.9,68,2%,-15%,15%,0.9%
O=C(CNC(=O)/C(=C/c1ccccc1)NC(=O)c1ccc(Br)cc1)OCc1ccccc1,14%,5%,7%,i,0.2,9.1,82,8%,17%,-14%,-0.9%
CCN(CC(=O)Nc1c(F)cccc1F)C(=O)C1CCN(S(=O)(=O)c2ccc(C)c(C)c2)CC1,.,.,.,i,1.0,-0.2,66,2%,-5%,.,.
O=C(NC(=S)Nc1sc2c(c1C(=O)O)CCCC2)c1ccccc1,22%,13%,-9%,i,0.5,3.7,79,2%,-8%,2%,32%
CCN(C(=O)COC(=O)/C=C/c1cnc2ccccc2n1)c1ccccc1,2%,-3%,5%,i,1.0,3.4,51,5%,2%,6%,-0.1%
COc1cc(/C=C2\C(=N)N3N=C(S(C)(=O)=O)SC3=NC2=O)cc(OC)c1OCCOc1ccccc1C,1%,-4%,7%,i,0.5,0.5,84,9%,10%,4%,15µM*
Cc1ccc(N(CC(=O)NC(C)(C)C)C(=O)CS(=O)CC(=O)Nc2ccc3c(c2)OCO3)cc1 (centres undefined),12%,-2%,-12%,i,0.5,0.9,33,9%,-7%,12%,-1.9%
Cc1nc(-c2ccc(C(=O)Nc3ccccc3F)cc2)cs1,10%,2%,4%,i,0.3,-2.0,86,14%,-12%,4%,1.6%
CSc1nnnn1-c1c(C)cc(C)cc1C,-7%,7%,-4%,i,0.7,1.5,40,-7%,0%,-25%,-1.0%
COc1ccc(NC(=O)CSc2nncc3ccccc23)cc1,-22%,2%,0%,i,1.3,-0.8,49,-7%,-1%,25%,-1.5%
CC1(c2ccccc2)NC(=O)N(N)C1=O (centres undefined),-4%,1%,-3%,i,0.0,-1.2,91,5%,-3%,1%,-1.3%
Cc1ccccc1-c1ccc(C=Nc2c(C)n(C)n(-c3ccccc3)c2=O)o1,3%,-2%,-5%,i,0.9,-0.1,73,8%,14%,0%,-1.4%
Cc1oc(-c2ccc(Cl)cc2)cc1C(=O)/C(C#N)=C/Nc1cccc(OC(F)(F)F)c1,13%,8%,-2%,i,1.1,-0.8,43,9%,-8%,2%,18%
Cc1ccc2nc(-c3ccc(NC(=S)NC(=O)C(C)C)cc3)sc2c1,-4%,-3%,-2%,i,5.6,0.1,52,2%,0%,23%,-1.1%
Cc1cc(C)c(C)c(S(=O)(=O)NCc2cccnc2)c1C,-7%,0%,1%,i,6.1,4.9,61,-3%,-5%,5%,0.8%
COC(=O)c1ccccc1-c1ccc(C=O)o1,12%,3%,-8%,i,0.3,-1.7,92,0%,1%,-8%,-0.6%
CCC(CC)c1nnc(NC(=O)CCc2ccccc2)s1,-8%,-1%,2%,i,0.2,0.7,60,16%,-6%,14%,-0.6%

# Part of the list above, with two lines to a compound.
# Results follow in this order: GPR55 LPI antagonism, Siah-1 displacement, LYP phosphatase, Myeloid diff 2, Myeloid diff 2 GFP+ MAC1+ %, NTR1 ag, NTR1 ag cell count 20 µM, MgcRacGAP inhibition, Salmonella PhoP GFP, GPR35 antagonists, HIV peptide binding
Cc1oc(-c2ccc(Cl)cc2)cc1C(=O)/C(C#N)=C/Nc1cccc(OC(F)(F)F)c1
→ 13%, 8%, -2%, i, 1.1, -0.8, 43, 9%, -8%, 2%, 18%
Cc1ccc2nc(-c3ccc(NC(=S)NC(=O)C(C)C)cc3)sc2c1
→ -4%, -3%, -2%, i, 5.6, 0.1, 52, 2%, 0%, 23%, -1.1%

# Quoted at random: seven compounds from above.
SMILES,GPR55 LPI antagonism,Siah-1 displacement,LYP phosphatase,Myeloid diff 2,Myeloid diff 2 GFP+ MAC1+ %,NTR1 ag,NTR1 ag cell count 20 µM,MgcRacGAP inhibition,Salmonella PhoP GFP,GPR35 antagonists,HIV peptide binding
Cc1oc(-c2ccc(Cl)cc2)cc1C(=O)/C(C#N)=C/Nc1cccc(OC(F)(F)F)c1,13%,8%,-2%,i,1.1,-0.8,43,9%,-8%,2%,18%
CSc1nnnn1-c1c(C)cc(C)cc1C,-7%,7%,-4%,i,0.7,1.5,40,-7%,0%,-25%,-1.0%
COC(=O)c1ccccc1-c1ccc(C=O)o1,12%,3%,-8%,i,0.3,-1.7,92,0%,1%,-8%,-0.6%
Cc1cc(C)c(C)c(S(=O)(=O)NCc2cccnc2)c1C,-7%,0%,1%,i,6.1,4.9,61,-3%,-5%,5%,0.8%
Cc1ccc2nc(-c3ccc(NC(=S)NC(=O)C(C)C)cc3)sc2c1,-4%,-3%,-2%,i,5.6,0.1,52,2%,0%,23%,-1.1%
CCC(CC)c1nnc(NC(=O)CCc2ccccc2)s1,-8%,-1%,2%,i,0.2,0.7,60,16%,-6%,14%,-0.6%
COc1ccc(NC(=O)CSc2nncc3ccccc23)cc1,-22%,2%,0%,i,1.3,-0.8,49,-7%,-1%,25%,-1.5%

# New compounds follow:
SMILES,GPR55 LPI antagonism,Siah-1 displacement,LYP phosphatase,Myeloid diff 2,Myeloid diff 2 GFP+ MAC1+ %,NTR1 ag,NTR1 ag cell count 20 µM,MgcRacGAP inhibition,Salmonella PhoP GFP,GPR35 antagonists,HIV peptide binding
Cc1ccn2c(CNCc3cnn(C)c3)c(C(=O)N3CCCCCC3)nc2c1,-6%,-3%,-10%,i,4.3,0.7,65,-33%,6%,6%,-0.9%
Cc1cc(NC(=O)c2c(Cl)cccc2Cl)no1,-7%,0%,1%,i,0.7,1.3,46,9%,5%,2%,-1.5%
Cc1cc(C(F)F)n2nc(C(=O)Nc3cccc(S(=O)(=O)N4CCOCC4)c3)nc2n1,1%,2%,-10%,.,.,2.5,52,3%,-1%,0%,-0.3%
Clc1ccccc1Sc1cnc2ccccc2n1,0%,-3%,-8%,i,0.6,0.3,46,12%,3%,-22%,-2.3%
CCOC(=O)N1CCN(C(=O)CCn2c(=O)[nH]c3ccsc3c2=O)CC1,-9%,-7%,-5%,i,0.4,0.7,55,4%,-7%,0%,-0.1%
Cc1ccc(C)c(N(C(=O)CNC(=O)c2ccco2)C(C(=O)NCC2CCCO2)c2ccccc2)c1 (centres undefined),-2%,-3%,-9%,i,0.5,0.2,55,5%,1%,26%,-1.2%
Cc1cccc(C)c1NC(=O)C(c1ccccc1)N1CCC1=O (centres undefined),20%,2%,-7%,i,1.4,-1.1,98,2%,11%,15%,2.0%
O[C@@H]1COC(Nc2ccc(N=Nc3ccccc3)cc2)C[C@@H]1O (some centres undefined),0%,0%,-1%,.,.,1.0,49,.,7%,8%,-2.4%
Cn1c(CSCc2ccccc2)n[nH]c1=S,13%,2%,3%,i,0.9,4.8,63,9%,-18%,-5%,1.5%
Cc1nc(C)c(-c2csc(N)n2)s1,7%,2%,-2%,i,0.1,2.8,66,7%,9%,24%,-1.9%
O=C(NNC(=O)c1csc(-c2cnccc2C(F)(F)F)n1)c1ccc(C(F)(F)F)cc1,2%,10%,-5%,i,0.3,1.2,53,.,7%,-12%,-1.2%
COc1ccc(-n2c(C)nc3c(cnn3-c3ccccc3)c2=O)cc1,-11%,3%,-8%,i,7.1,6.2,53,2%,-2%,4%,-2.0%
Cc1cc(CN(C)C(=O)c2ccc(OC3CCN(S(=O)(=O)N(C)C)CC3)cc2)n[nH]1,4%,7%,-12%,i,4.5,0.7,64,3%,2%,14%,2.3%
COC(=O)c1cc(=O)n2c(-c3ccc(OC)cc3)csc2n1,-5%,-2%,-7%,i,1.3,0.4,50,14%,4%,2%,-1.8%
CSc1cccc(NC(=O)c2[nH]c(C)c(C(C)=O)c2C)c1,2%,0%,-4%,i,1.1,1.9,40,1%,6%,-2%,-0.3%
Cn1nnnc1SCCNC(=O)C1CCC(=O)N(CCc2ccccc2)C1 (centres undefined),2%,2%,-4%,i,0.7,0.7,63,2%,-5%,3%,2.5%
Cn1c(SCC(=O)NCc2cccs2)nnc1-c1ccc(S(=O)(=O)N2CCCC2)cc1,-7%,8%,-7%,i,3.3,0.4,76,-5%,8%,9%,0.6%
CN(C)c1ccc(/C=N/N2C(=S)SC(C)(C)C2N(O)C(=O)Nc2ccc([N+](=O)[O-])cc2)cc1 (centres undefined),20%,3%,1%,i,0.9,5.2,43,9%,-3%,6%,1.6%
Cc1ccc(S(=O)(=O)[N-]c2nc3ccccc3nc2-[n+]2cc(C)cc(C)c2)cc1,4%,-8%,-7%,i,0.4,0.1,58,9%,-10%,3%,4.4%
CC(CCc1ccccc1)NCc1ccncc1 (centres undefined),-12%,5%,-2%,i,8.7,0.7,74,0%,9%,3%,-0.4%
Cc1ccc(C)c(C(=O)CN2C(=O)c3ccccc3S2(=O)=O)c1,28%,2%,0%,i,2.0,0.7,37,1%,-2%,26%,-1.7%
O=C(O)c1cccc(CSc2nc(-c3ccccc3)cc(C(F)(F)F)n2)c1,-5%,-2%,2%,i,0.2,0.8,49,6%,-3%,4%,33%
CCN(CCCNC(=O)C1CCN(C(=O)c2cc3sccc3n2C)CC1)Cc1ccccc1,3%,-2%,-7%,i,0.4,-1.1,54,8%,-3%,-1%,-0.7%
COC(=O)c1ccncc1C(=O)Nc1ccc(OC)cc1,7%,-3%,-3%,i,0.3,3.0,41,5%,-2%,21%,-1.0%

# Screens from PubChem BioAssay.
